bIAP inhibitor: blocks bovine intestinal alkaline phosphatase activity; purified bovine IAP, CDP-star luminescence, 30 min; inhibition, % at 20 µM; 190,000 tested, under 10 active;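 active = over 50% inhibition of intestinal alkaline phosphatase at 20 µM in the single-dose screen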
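System: purified bovine intestinal alkaline phosphatase (IAP) enzyme; Input: IAP diluted 1/65,000,000 in the well; Measured by: CDP-star luminescence signal; Compound dosing: 20 µM single dose; Incubation: 30 min reaction at room temperature.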
STAT1 inh: STAT1 signaling inhibition; NIH 3T3 STAT1-luciferase reporter, IFN-gamma, luminescence; inhibition, % at 5.5 µM; 0.35% of 200,000 active;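 active = inhibition above a set limit, the mean inhibition across all tested compounds plus 3 SD, cut at about 34% in these data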;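 also: 0% = IFN-gamma with DMSO and 100% = IFN-gamma with 300 µM nifuroxazide; values of inactives mirror those of a sister screen read the other way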
TR-FRET SRC-2 ct: flags TR-FRET format artefacts in PPARgamma SRC-2 recruitment agonist screen | TR-FRET artefact counter-screen; stronger effect = higher value | TR-FRET ratio at 8 µM | 0.4% of 200,000 active | AID 1049; in the data active = TR-FRET ratio above about 2000; also: inactives centre near 1500
TNAP act hi DEA: TNAP (human) activation, high acceptor. AID 1136. 200,000 tested, under 10 active. P05186. activation factor at 20 µM. purified TNAP, CDP-star luminescence, 1 M DEA, 30 min; stronger effect = higher value; 0 = EDTA background, 1 = DMSO-only activity;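 active = activation factor at least 2 at 20 µM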
Target sequence (P05186 whole entry, looked up): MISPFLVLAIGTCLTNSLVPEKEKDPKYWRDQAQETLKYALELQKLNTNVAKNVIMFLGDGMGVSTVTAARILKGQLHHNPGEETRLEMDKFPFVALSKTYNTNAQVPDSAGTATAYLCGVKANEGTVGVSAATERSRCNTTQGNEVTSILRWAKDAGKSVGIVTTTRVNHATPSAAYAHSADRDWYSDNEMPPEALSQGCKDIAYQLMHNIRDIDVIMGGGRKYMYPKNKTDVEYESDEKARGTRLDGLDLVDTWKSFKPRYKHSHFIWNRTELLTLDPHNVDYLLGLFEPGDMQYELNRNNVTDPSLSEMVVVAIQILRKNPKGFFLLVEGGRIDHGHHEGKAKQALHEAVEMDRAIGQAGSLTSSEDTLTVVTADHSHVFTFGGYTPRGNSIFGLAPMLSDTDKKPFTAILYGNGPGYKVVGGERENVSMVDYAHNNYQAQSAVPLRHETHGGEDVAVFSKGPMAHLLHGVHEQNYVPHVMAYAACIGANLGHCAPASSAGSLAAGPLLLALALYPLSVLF
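Control set: EDTA negative control, DMSO positive control / Assay system: human TNAP / Quantity: TNAP 1/800 final / Evaluation: TNAP activation factor scaled between EDTA and DMSO control wells / Measured by: luminescent substrate turnover signal / Compound dosing: one dose, 20 µM / Times: 30 min enzyme reaction at room temperature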
PPARg SRC3 recr: PPARgamma-driven SRC-3 recruitment agonism; 0.26% of 200,000 active; activation, % at 8 µM; P37231; AID 731; biochemical PPARgamma/SRC-3 coactivator recruitment assay; in the data active = activation above about 23%;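 also: 0% = DMSO and 100% = reference agonist; some compounds past the cut are filed as inactive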
PPARg SRC-2 ag: PPARgamma-driven SRC-2 recruitment agonism; P37231; PPARgamma LBD-SRC-2 recruitment, biochemical; activation, % at 8 µM; 0.34% of 200,000 active; in the data active = activation above about 22%;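 also: 0% = vehicle and 100% = reference agonist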
STAT3 act: STAT3 signaling activation; U3A cells, IL-6 STAT3-luciferase reporter, luminescence; 100% = signal with IL-6 EC80 alone; activation (% of control), % at 5.6 µM; 0.91% of 190,000 active;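 active = activation above the screen-wide mean of compound activation plus 3 SD, cut at about 130% in these data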;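 also: 0% = background luminescence of wells with medium and substrate only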
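Material: STAT1-lacking human U3A cells, STAT3 luciferase reporter | Benchmarks: IL-6-only wells as 100% reference | Probe or stimulus: IL-6 (33 ng/mL) | Timing: Compound 1 h, then IL-6 6 h at 37 °C | Detection: Luminescence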
STAT3 blocker: STAT3 signaling inhibition; U3A cells, IL-6 STAT3-luciferase reporter, luminescence; host cell line lacks STAT1; 0.89% of 190,000 active; AID 862; inhibition, % at 5.5 µM;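 active = inhibition above the mean inhibition across all screened compounds plus 3 SD, cut at about 44% in these data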;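 also: 0% = DMSO only wells and 100% = 100 µM nifuroxazide control wells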
PPARg SRC1 recr: promotes SRC-1 coactivator recruitment by human PPARgamma; AID 631; P37231; activation, % at 8 µM; 0.41% of 200,000 active; PPARgamma-SRC-1 coactivator recruitment biochemical assay; in the data active = activation above about 19%;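 also: 0% = DMSO and 100% = reference agonist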
bIAP act: intestinal alkaline phosphatase (bovine) activation | purified bovine IAP, CDP-star luminescence, 30 min; stronger effect = higher value; fold of DMSO-control signal, blank-subtracted | activation factor at 20 µM | 0.17% of 200,000 active | AID 1016;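 active = activation factor of 2 or more at 20 µM, a signal rise over negative controls twice the positive control's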
ROMK mod: modulates human ROMK potassium channel activity; P48048; Tet-inducible ROMK, thallium flux fluorescence; actives lie on both sides; B-score at 10 µM; 2% of 130,000 active;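 active = signal ratio slope over the read window, or its plate-corrected B-score, at least 3 SD from the plate mean, either direction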;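 also: B-score of the F/F0 ratio slope over 7 to 12 s after thallium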
Target sequence (P48048 whole entry, looked up): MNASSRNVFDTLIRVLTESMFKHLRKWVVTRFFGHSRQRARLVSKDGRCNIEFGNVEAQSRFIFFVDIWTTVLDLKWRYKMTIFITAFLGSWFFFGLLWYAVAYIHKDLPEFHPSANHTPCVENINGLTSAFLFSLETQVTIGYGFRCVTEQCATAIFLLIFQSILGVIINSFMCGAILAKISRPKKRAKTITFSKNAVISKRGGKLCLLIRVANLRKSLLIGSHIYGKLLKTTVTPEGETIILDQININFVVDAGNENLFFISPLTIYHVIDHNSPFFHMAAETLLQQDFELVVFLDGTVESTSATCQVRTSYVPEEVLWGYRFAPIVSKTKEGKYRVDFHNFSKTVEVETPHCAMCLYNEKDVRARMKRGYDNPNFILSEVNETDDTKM
Starred values were filed as active, the others as inactive; . = not tested or not shown.

SMILES	bIAP inhibitor	STAT1 inh	TR-FRET SRC-2 ct	TNAP act hi DEA	PPARg SRC3 recr	PPARg SRC-2 ag	STAT3 act	STAT3 blocker	PPARg SRC1 recr	bIAP act	ROMK mod
CCCCN(CCCC)CP(=O)(c1ccccc1)c1ccccc1	4	-4	1483	1.1	-4	6	104	-8	5	1	-1.2
COCCn1c(C)cc(C(=O)CSc2ccc3ccccc3n2)c1C	5	-23	1645	1	-1	3	111	-16	6	0.9	-0.72
Cn1c(C(=O)NCCCN2CCc3ccccc3C2)cc2c(=O)n(C)c3ccccc3c21	2	7	1579	1.1	4	2	112	-5	4	1	.
O=C(NCc1ccccn1)c1ccc(CNS(=O)(=O)c2cccc(Cl)c2)cc1	4	-11	1480	1	1	-5	107	-8	-7	1	0.28
COc1cccc2sc(N(CCCN(C)C)C(=O)C(c3ccccc3)c3ccccc3)nc12	-12	-4	1625	1	4	0	101	9	8	1.1	-0.22
COc1ccccc1CNc1ccc(CNc2ncn[nH]2)cc1	-15	-3	1828	1	8	6	106	1	0	1.1	-1.1
CC1CCCC(C)N1CC(O)COc1ccc(Cl)cc1 (stereo unspecified)	1	-6	1432	1.1	0	2	106	-2	5	1	.
NC(=O)NOCc1ncc(C(F)(F)F)cc1Cl	17	3	1549	1	6	0	93	14	-3	0.8	-1
CS(=O)(=O)N(CC(=O)N1CCN(c2ccc(F)cc2)CC1)C1CCCCC1	-3	3	1489	1	-1	0	100	5	-6	1	.
CC(C)(C)NS(=O)(=O)c1ccc(OCC(=O)Nc2ccc3c(c2)OCCO3)cc1	15	13	1725	1	-7	12	88	20	0	0.8	.
CN(C)S(=O)(=O)c1cccc2nsnc12	13	-1	1505	1.1	8	9	103	0	7	0.9	0.14
CC(=O)N1CCC(C(=O)Nc2nc(-c3ccccc3)ns2)CC1	5	13	1603	1	-7	2	109	-6	-3	1	.
COC(=O)N1[C@H](Cc2ccccc2)C=C[C@]1(C)C(=O)O	-46	-6	1267	1.1	-7	-2	97	0	-2	1.5	0.029
CCN(CC)S(=O)(=O)c1ccc(C(=O)OCC(=O)NCCN2C(=O)CSC2=O)cc1	1	-6	1559	1	5	4	96	7	7	1	-1.2
COC(=O)c1ccc(CSc2nc3ccc(S(=O)(=O)N4CCOCC4)cc3[nH]2)cc1	11	10	1669	1	-1	-4	106	-8	-4	0.9	.
CCOC(=O)C1CCN(C(=O)c2ccco2)CC1	36	10	1554	1	-2	10	94	11	12	0.6	.
Cn1c(Cn2c(=O)sc3ccccc32)nnc1SCC(=O)N1CCCC1	1	-1	1616	1	3	0	102	-2	6	1	.
O=C(NC1CCCCC1)C(=S)NCc1ccccc1	-9	-25	1769	1	1	2	107	-8	5	1.1	0.46
CC(C)C(=O)Nc1ccc2c(c1)C(=O)N(CCC(=O)O)C2=O	3	-3	1599	1	-2	-1	97	14	-2	1	.
COC(=O)c1ccc(Oc2ccc(C(C)(C)C)cc2)c([N+](=O)[O-])c1	9	-5	1482	1	16	12	100	4	-4	0.9	.
NS(=O)(=O)c1ccc(NC(=S)NC(=O)c2cccc(Br)c2)cc1	-5	5	1424	0.7	-1	5	103	-4	8	1.1	1.4
CS(=O)(=O)N1N=C(c2ccco2)CC1c1ccc(Cl)cc1 (stereo unspecified)	22	-6	1481	1	3	6	102	-4	5	0.8	.
CC1Cc2nc(SCC(=O)N3CCCC3)n(C)c(=O)c2S1 (stereo unspecified)	10	2	1570	1	4	0	111	-14	5	0.9	.
CCCCN(C)CCOc1ccccc1OCC	-2	10	1569	1	-3	-1	99	10	-1	1	0.14
C=Cn1ccnc1P(=S)(c1ccc2c(c1)c1ccccc1n2CC)c1nccn1C=C	3	1	1579	1	11	6	108	-5	3	1	.

Arranged by count of non-hydrogen atoms (rising): part of the list above.
SMILES	bIAP inhibitor	STAT1 inh	TR-FRET SRC-2 ct	TNAP act hi DEA	PPARg SRC3 recr	PPARg SRC-2 ag	STAT3 act	STAT3 blocker	PPARg SRC1 recr	bIAP act	ROMK mod
CCOC(=O)C1CCN(C(=O)c2ccco2)CC1	36	10	1554	1	-2	10	94	11	12	0.6	.
O=C(NC1CCCCC1)C(=S)NCc1ccccc1	-9	-25	1769	1	1	2	107	-8	5	1.1	0.46
CS(=O)(=O)N1N=C(c2ccco2)CC1c1ccc(Cl)cc1 (stereo unspecified)	22	-6	1481	1	3	6	102	-4	5	0.8	.
CC(C)C(=O)Nc1ccc2c(c1)C(=O)N(CCC(=O)O)C2=O	3	-3	1599	1	-2	-1	97	14	-2	1	.
CC(=O)N1CCC(C(=O)Nc2nc(-c3ccccc3)ns2)CC1	5	13	1603	1	-7	2	109	-6	-3	1	.
COC(=O)c1ccc(Oc2ccc(C(C)(C)C)cc2)c([N+](=O)[O-])c1	9	-5	1482	1	16	12	100	4	-4	0.9	.
O=C(NCc1ccccn1)c1ccc(CNS(=O)(=O)c2cccc(Cl)c2)cc1	4	-11	1480	1	1	-5	107	-8	-7	1	0.28
COC(=O)c1ccc(CSc2nc3ccc(S(=O)(=O)N4CCOCC4)cc3[nH]2)cc1	11	10	1669	1	-1	-4	106	-8	-4	0.9	.
C=Cn1ccnc1P(=S)(c1ccc2c(c1)c1ccccc1n2CC)c1nccn1C=C	3	1	1579	1	11	6	108	-5	3	1	.
Cn1c(C(=O)NCCCN2CCc3ccccc3C2)cc2c(=O)n(C)c3ccccc3c21	2	7	1579	1.1	4	2	112	-5	4	1	.
COc1cccc2sc(N(CCCN(C)C)C(=O)C(c3ccccc3)c3ccccc3)nc12	-12	-4	1625	1	4	0	101	9	8	1.1	-0.22

Next structures follow:
SMILES	bIAP inhibitor	STAT1 inh	TR-FRET SRC-2 ct	TNAP act hi DEA	PPARg SRC3 recr	PPARg SRC-2 ag	STAT3 act	STAT3 blocker	PPARg SRC1 recr	bIAP act	ROMK mod
CCOC(=O)c1c(-c2ccc(C)cc2)csc1NC(=O)CCSc1nnc2ccccn12	2	-8	1384	1	-5	2	102	-1	-3	1	-0.26
CNC(=O)CSc1nnc(-c2cccnc2)n1CCc1ccccc1	4	4	1439	1	8	0	110	-9	5	1	0.43
CC1CCN(S(=O)(=O)c2cccc(C(N)=O)c2)CC1	2	-5	1484	1	-3	-1	102	1	1	1	-0.062
C/C(=N/NC(=O)CN1CCN(Cc2ccccc2Cl)CC1)c1ccncc1	9	12	1519	1	0	1	97	-1	12	0.9	.
CC(/C=N/NC(=O)CSc1nc2ccccc2n1C)=C\c1ccco1	-5	-5	1531	1	-5	-2	104	-7	2	1	0.076
CCN1C(=O)C2(C(C#N)=C(N)Oc3cc(C)oc(=O)c32)c2ccccc21 (stereo unspecified)	11	0	1501	1	10	4	102	-3	-1	0.9	0.05
CCn1c(CC(=O)Nc2ccccc2)n[nH]c1=S	-3	6	1543	1	2	3	92	11	7	1	-0.73
CC1(C)C(=O)Nc2ccccc2N1C(=O)COc1ncnc2c(Cl)cc(Cl)cc12	-3	5	1629	1	4	5	105	-2	4	1	.
COc1ccc(Cl)cc1NC(=O)COC(=O)C(CC(C)C)N1C(=O)C2CC=CCC2C1=O (stereo unspecified)	26	1	1550	1	6	8	102	-7	7	0.7	.
CCOCCCNC(=O)CCCn1nc(C)n2c(cc3sccc32)c1=O	-9	6	1738	1.1	0	6	93	17	0	1.1	.
CCOC(=O)C1CCN(C(=O)C2CCN(S(=O)(=O)c3cc(Cl)ccc3Cl)CC2)CC1	-14	5	1571	1	0	9	103	1	-8	1.1	.
C=CCN(CC=C)C(=O)C1CC(=O)N(c2ccc(Br)cc2)C1 (stereo unspecified)	-2	-2	1492	1	0	5	102	4	13	1	.
Cc1cc(C)cc(N(C(=O)CCC(=O)Nc2ccccn2)C(C(=O)NC(C)C)c2ccc(O)cc2)c1 (stereo unspecified)	-11	4	1654	1	-6	0	91	15	-3	1.1	0.11
COc1cc2ncnc(NCc3ccco3)c2cc1OC	3	4	1558	1	-1	-1	105	1	-3	1	-0.13
COC(=O)N/N=C/c1cccnc1	2	2	1605	1	2	6	108	-12	-4	1	0.55
COc1ccc(C(=O)N/N=C(\C)Cn2cnc([N+](=O)[O-])n2)cc1	12	-3	1668	1.1	2	3	106	-7	0	0.9	0.6
Cc1cc(=O)oc2c(C(=O)/C=C/c3ccccc3)c(O)ccc12	5	3	1520	1.1	7	6	111	-5	1	0.9	.
N#CCc1nn(-c2ccc(Cl)cc2)c(N)c1C#N	.	1	1532	1	4	-5	106	-12	9	0.2	.
O=c1c(-c2ccccc2)c(O)c2c(n1-c1ccccc1)CCCC2	9	0	1449	1	-5	0	104	-3	-1	0.9	0.37
O=C(Nc1ccc(NC(=S)NC(=O)C(c2ccccc2)c2ccccc2)cc1)c1ccccc1	.	-10	1606	.	6	0	105	-1	4	.	.
CCC1Cc2c(nc(N)c3c(N)nc(N4CCCCC4)c(C#N)c23)O1 (stereo unspecified)	-20	-7	1689	1.1	6	6	90	14	9	1.2	1.4
NC(N)=N/N=C/c1ccc(OCc2ccccc2Cl)cc1	3	5	1774	0.9	-2	10	92	21	-2	1	.
CC(=O)C(C)Oc1ccc2c3c(c(=O)oc2c1)CCCC3 (stereo unspecified)	18	-9	1530	1	1	1	91	16	-4	0.8	.
Cc1cc(C)c(S(=O)(=O)N2CCCOC2CNC(=O)C(=O)NCCC2=CCCCC2)c(C)c1 (stereo unspecified)	0	-3	1580	1	-1	-1	113	-15	-2	1	-0.19
COc1ccccc1N(CC(O)CN(c1ccccc1)S(C)(=O)=O)S(=O)(=O)c1ccccc1 (stereo unspecified)	2	1	1488	1	8	2	110	-8	-4	1	.

The list continues:
SMILES	bIAP inhibitor	STAT1 inh	TR-FRET SRC-2 ct	TNAP act hi DEA	PPARg SRC3 recr	PPARg SRC-2 ag	STAT3 act	STAT3 blocker	PPARg SRC1 recr	bIAP act	ROMK mod
Cc1c(Cl)c([N+](=O)[O-])nn1CCCC(=O)Nc1c(Cl)cccc1Cl	8	5	1683	1	2	3	99	-1	-1	0.9	-0.94
O=C(NC(=S)NC1C2CC3CC(C2)CC1C3)C12CC3CC(CC(C3)C1)C2 (stereo unspecified)	-17	7	1642	1	3	10	97	7	3	1.2	.
O=C(CCS(=O)(=O)c1cccs1)N1CCCC1	-4	-25	1642	1	-2	-2	110	-7	6	1	0.55
CCCSc1nnc(-c2ccccc2NC(=O)CC)c(=O)[nH]1	9	-13	1690	1	2	4	103	-1	9	0.9	.
Cc1nc2ccc(NC(=O)c3cccnc3)cc2s1	-19	-11	1376	1	1	2	96	12	-2	1.2	0.55
CCn1cc([N+](=O)[O-])c(C(=O)Nc2ccc(Br)cn2)n1	14	0	1465	1.1	-1	4	85	23	0	0.9	-0.024
COc1ccccc1OCCC(=O)OCC(=O)Nc1ccc(Br)cc1F	-1	1	1637	1.1	-2	6	95	11	6	1	-1.2

Screening results (PubChem BioAssay)
